USP30 block = inhibitors of human USP30 deubiquitinase | AID 1645860 | 5.3% of 47,000 active | purified USP30, Ub-rhodamine cleavage fluorescence | inhibition, % at 25 µM | Q70CQ3
USP28 inh = blocks human USP28 ubiquitin-rhodamine cleavage. Q96RU2. purified USP28, Ub-rhodamine cleavage fluorescence, 30 min. inhibition, % at 25 µM. 3% of 47,000 active. AID 1645857
USP10 block = human USP10 deubiquitinase inhibition | inhibition, % at 20 µM | Q14694 | 1.1% of 47,000 active | purified USP10, Ub-rhodamine fluorescence, 60 min
OTUD3 block = inhibitors of human OTUD3 deubiquitinase; purified OTUD3, Ub-rhodamine fluorescence, 2 h; inhibition, % at 25 µM; 0.7% of 47,000 active
USP8 block = blocks human USP8 ubiquitin-rhodamine cleavage; inhibition, % at 20 µM; AID 1645853; 4.2% of 47,000 active; purified USP8, Ub-rhodamine cleavage fluorescence, 30 min
UCHL1 block = inhibitors of human UCHL1 deubiquitinase; P09936; purified UCHL1, Ub-rhodamine cleavage fluorescence; inhibition, % at 20 µM; 0.2% of 47,000 active
USP7 block = blocks human USP7 ubiquitin-rhodamine cleavage. inhibition, % at 20 µM. 0.3% of 47,000 active. purified USP7, Ub-rhodamine cleavage fluorescence
Target sequence (Q93009 whole entry, looked up): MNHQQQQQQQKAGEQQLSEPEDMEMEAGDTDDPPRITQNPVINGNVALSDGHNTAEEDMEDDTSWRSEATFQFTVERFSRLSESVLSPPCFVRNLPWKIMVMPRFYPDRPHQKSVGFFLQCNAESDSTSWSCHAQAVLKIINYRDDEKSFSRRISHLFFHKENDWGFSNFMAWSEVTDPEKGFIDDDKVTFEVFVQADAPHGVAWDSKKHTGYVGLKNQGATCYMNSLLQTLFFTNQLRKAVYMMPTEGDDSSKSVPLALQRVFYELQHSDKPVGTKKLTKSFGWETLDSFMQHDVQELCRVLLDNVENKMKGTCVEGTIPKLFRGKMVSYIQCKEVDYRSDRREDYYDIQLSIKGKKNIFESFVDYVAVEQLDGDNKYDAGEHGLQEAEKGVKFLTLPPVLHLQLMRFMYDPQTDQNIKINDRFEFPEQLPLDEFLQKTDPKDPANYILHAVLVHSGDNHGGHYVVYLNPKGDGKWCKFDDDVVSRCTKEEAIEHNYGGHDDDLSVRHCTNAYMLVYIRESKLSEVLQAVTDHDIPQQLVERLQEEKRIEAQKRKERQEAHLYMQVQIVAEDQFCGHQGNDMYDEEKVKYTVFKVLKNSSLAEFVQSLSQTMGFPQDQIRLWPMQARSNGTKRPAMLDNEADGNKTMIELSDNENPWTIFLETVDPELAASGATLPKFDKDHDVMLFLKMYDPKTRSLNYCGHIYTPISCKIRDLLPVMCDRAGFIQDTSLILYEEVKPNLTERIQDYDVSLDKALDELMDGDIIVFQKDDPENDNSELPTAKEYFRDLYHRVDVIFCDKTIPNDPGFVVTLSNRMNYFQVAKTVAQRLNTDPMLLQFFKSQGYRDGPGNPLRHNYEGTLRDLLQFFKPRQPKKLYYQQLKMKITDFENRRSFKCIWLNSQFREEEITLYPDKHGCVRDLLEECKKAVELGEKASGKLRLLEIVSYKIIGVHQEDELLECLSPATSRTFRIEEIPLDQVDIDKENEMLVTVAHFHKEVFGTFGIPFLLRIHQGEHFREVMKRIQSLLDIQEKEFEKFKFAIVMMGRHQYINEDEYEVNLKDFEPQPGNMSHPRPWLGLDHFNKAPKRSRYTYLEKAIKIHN
USP17 block = blocks human USP17 ubiquitin-rhodamine cleavage | A8MUK1 | purified USP17, Ub-rhodamine cleavage fluorescence, 3 h | inhibition, % at 50 µM | 6.5% of 47,000 active | AID 1645855
* marks the source's active call; other numbers are inactive results; nt = not tested or not shown. No stated cut-off is given here; in the data, active means inhibition above about 30%; inactive means the rest.

no. | SMILES | USP30 block | USP28 inh | USP10 block | OTUD3 block
1 | COc1cccc(C(=O)N[C@@H]2C[C@@H](Oc3ccccc3)[C@H](O)[C@H]2O)c1 | 27 | 13 | 0 | 11
2 | COc1cc(OC)cc(N(C(=O)c2cnccn2)C(C(=O)NC2CCCCC2)c2ccc(O)cc2)c1 (stereo not drawn) | -3 | -9 | -2 | -6
3 | O=C(NCc1ccccc1F)c1cc2ccccc2oc1=O | -4 | -1 | -1 | -3
4 | CCN(CC)c1ncc2c(n1)CCC(C(=O)N1CCCC1)C2 (stereo not drawn) | 12 | 45* | -1 | 9
5 | Cc1nn(C)cc1S(=O)(=O)NCc1cccnc1 | 0 | 0 | -1 | 4
6 | O=C(NCc1ccc2c(c1)OCO2)c1cc(-c2ccc3c(c2)OCCO3)on1 | -27 | 1 | 0 | -6
7 | Cc1ccccc1NC(=O)C1CCN(S(C)(=O)=O)c2ccccc2O1 (stereo not drawn) | nt | nt | -1 | 4
8 | CC1CCC(NC(=O)C2CCN(S(=O)(=O)c3ccc4c(c3)OCCCO4)CC2)CC1 (stereo not drawn) | 23 | 5 | 9 | 7
9 | O=c1[nH]c(N2CCc3ccccc3C2)nc2c1CCN(Cc1ccncc1)CC2 | 10 | 2 | -1 | 7
10 | Cc1ccccc1S(=O)(=O)N1CC[C@@H]2[C@H](CC1)N(C)CCS2(=O)=O | 4 | -4 | 2 | 2
11 | O=C(NCC1CCCO1)[C@H](Cc1ccccc1)NC(=O)[C@@H]1Cc2c([nH]c3ccccc23)C2c3ccccc3C(=O)N21 (stereo partly drawn) | -190 | -31 | -9 | -32
12 | O=C(c1cccnc1)N1CCc2ncnc(-c3cccc(F)c3)c2CC1 | -8 | -12 | 3 | -7
13 | O=c1c(C/C=C/c2ccccc2)c(O)ccn1CC1CC1 | 1 | 2 | 4 | 0
14 | Cc1nonc1C(=O)NCC(=O)N1Cc2ccccc2OC2(CCOCC2)C1 | 10 | 9 | 4 | 10
15 | COc1cc([C@H]2[C@@]3(O)C[C@H]4C[C@]2(O)[C@](O)(C(=O)O4)[C@@H]3C(=O)c2ccccc2)oc(=O)c1 | -14 | 6 | -1 | -1

no. | USP8 block | UCHL1 block | USP7 block | USP17 block
1 | 11 | 2 | 1 | 13
2 | -10 | 1 | -5 | -8
3 | 3 | 0 | -15 | 21
4 | 1 | 1 | -1 | 0
5 | -11 | 0 | 4 | 0
6 | -1 | 0 | 1 | 5
7 | -2 | -1 | 1 | 10
8 | 8 | 2 | -3 | 11
9 | 6 | 3 | 5 | 1
10 | 1 | 1 | -2 | -43
11 | 0 | -26 | -31 | nt
12 | -5 | -1 | 0 | -14
13 | -46 | 2 | 5 | -3
14 | 21 | 2 | 2 | 7
15 | -25 | -3 | -4 | -3

Printed as active in USP28 inh (from the list above):
no. | SMILES | USP30 block | USP28 inh | USP10 block | OTUD3 block
4 | CCN(CC)c1ncc2c(n1)CCC(C(=O)N1CCCC1)C2 (stereo not drawn) | 12 | 45* | -1 | 9

no. | USP8 block | UCHL1 block | USP7 block | USP17 block
4 | 1 | 1 | -1 | 0

Taken from above.
OTUD3 block result of entry 2 = -6
OTUD3 block result of entry 13 = 0
OTUD3 block result of entry 15 = -1

Compound profiles, as listed above. Screens in order: USP30 block	USP28 inh	USP10 block	OTUD3 block	USP8 block	UCHL1 block	USP7 block	USP17 block
Profile of `O=c1c(C/C=C/c2ccccc2)c(O)ccn1CC1CC1` → 1	2	4	0	-46	2	5	-3
Profile of `CCN(CC)c1ncc2c(n1)CCC(C(=O)N1CCCC1)C2` (stereo not drawn) → 12	45*	-1	9	1	1	-1	0

Following part
no. | SMILES | USP30 block | USP28 inh | USP10 block | OTUD3 block
16 | Cc1ccc(-n2nc(C)c3c2NC(=O)[C@@H](NC(=O)c2ccccc2)[C@@H]3c2ccc(F)cc2)cc1 | -6 | 48* | 2 | -9
17 | O=C(N[C@H]1[C@H](O)[C@H](O)C[C@@H]1C1CCCCC1)C1CC1 | 49* | 16 | 1 | 18
18 | COc1ccc(OC)c(C2CCCN2Cc2nc(N)nc(Nc3ccccc3)n2)c1 (stereo not drawn) | -238 | -53 | -3 | -56
19 | COc1ccccc1C(NC(=O)CCC1(C)NC(=O)NC1=O)c1ccccc1 (stereo not drawn) | 12 | 4 | 3 | 6
20 | O=C(c1ccc(F)cc1)N1CCC(C2CCNCC2)CC1 | -3 | 0 | 4 | -1
21 | O=C(O)[C@@H]1CCCN1c1nc(Cc2ccccc2)nc2sc3c(c12)CCCC3 | -14 | -11 | 2 | -16
22 | O=C1COC2(CCNCC2)CN1Cc1ccc(F)cc1 | 1 | -3 | -1 | -2
23 | CCOc1ccccc1CN1CCc2nc(N3CCOCC3)ncc2C1 | -146 | -53 | -5 | -38
24 | CCn1c(SCC(=O)NC2CCCC2)nnc1-c1ccc2c(c1)OCCO2 | 1 | -7 | 1 | -3
25 | Cc1cccc(C(=O)N2CCOCC(Cc3ccc4[nH]ncc4c3)C2)n1 (stereo not drawn) | 11 | 4 | 3 | 4
26 | O=C(O)CCC(=O)N1CCc2nc3ccccc3n2C(Cc2ccccc2)C1 (stereo not drawn) | 10 | -8 | 2 | -7
27 | Cc1ccccc1C(=O)N1CCCC2(CCCN2C)C1 (stereo not drawn) | 5 | 15 | 0 | 13
28 | CCn1c(=O)c2nscc2n(CC(=O)Nc2ccc(C)cc2C)c1=O | -33 | 8 | -7 | -2
29 | Cc1cc(C)c(S(=O)(=O)NCC(c2cccnc2)N2CCOCC2)c(C)c1 (stereo not drawn) | 1 | 8 | -3 | 7
30 | CCCN1CCn2cc(S(=O)(=O)Nc3ccc(C)cc3)cc2C1=O | -10 | -11 | -1 | -10

no. | USP8 block | UCHL1 block | USP7 block | USP17 block
16 | 0 | 3 | 7 | 5
17 | 1 | 2 | 2 | 21
18 | 7 | -30 | -22 | -26
19 | 7 | 3 | 4 | 5
20 | -1 | -2 | -2 | -6
21 | -5 | -4 | -2 | 3
22 | -35 | 1 | 4 | -3
23 | -149 | -6 | -5 | -77
24 | 0 | -2 | -4 | 0
25 | 3 | 1 | 5 | 7
26 | -13 | -1 | 1 | 1
27 | 4 | 3 | 4 | 5
28 | 6 | 2 | -6 | 3
29 | 22 | 3 | 3 | 4
30 | 6 | -1 | -4 | -6

An excerpt from above in order of number of heavy atoms, high to low:
no. | SMILES | USP30 block | USP28 inh | USP10 block | OTUD3 block
2 | COc1cc(OC)cc(N(C(=O)c2cnccn2)C(C(=O)NC2CCCCC2)c2ccc(O)cc2)c1 (stereo not drawn) | -3 | -9 | -2 | -6
14 | Cc1nonc1C(=O)NCC(=O)N1Cc2ccccc2OC2(CCOCC2)C1 | 10 | 9 | 4 | 10
23 | CCOc1ccccc1CN1CCc2nc(N3CCOCC3)ncc2C1 | -146 | -53 | -5 | -38
28 | CCn1c(=O)c2nscc2n(CC(=O)Nc2ccc(C)cc2C)c1=O | -33 | 8 | -7 | -2
4 | CCN(CC)c1ncc2c(n1)CCC(C(=O)N1CCCC1)C2 (stereo not drawn) | 12 | 45* | -1 | 9

no. | USP8 block | UCHL1 block | USP7 block | USP17 block
2 | -10 | 1 | -5 | -8
14 | 21 | 2 | 2 | 7
23 | -149 | -6 | -5 | -77
28 | 6 | 2 | -6 | 3
4 | 1 | 1 | -1 | 0

Following part:
no. | SMILES | USP30 block | USP28 inh | USP10 block | OTUD3 block
31 | COc1cc(Cl)c(C)cc1NC(=O)CN1C(=O)NC2(CCC(C)CC2)C1=O (stereo not drawn) | -46 | 3 | -4 | -7
32 | C=C1C=C(NCCCn2ccnc2)n2nc3nc(C)cc(C)c3c2N1 | -1 | 6 | 1 | 7
33 | Cc1oc(-c2[nH]ncc2C(=O)N2CCCC2)cc1S(=O)(=O)N1CCN(CC(C)C)CC1 | -42 | -10 | -8 | -6
34 | COc1ccc(CCNC(=O)CCCn2c(=O)c3ccccc3n(Cc3ccccc3F)c2=O)cc1OC | -2 | -3 | 0 | -3

no. | USP8 block | UCHL1 block | USP7 block | USP17 block
31 | 8 | -4 | -3 | -7
32 | 10 | 3 | 5 | 4
33 | -9 | -4 | -7 | -17
34 | -3 | 0 | -1 | 6

Assay outcomes (PubChem)
